# TLR9-MyD88 block: TLR9-MyD88 interaction inhibition; AID 504734; Q9NR96+Q99836; 340,000 compounds, 0.21% hits; CHO BLA complementation TLR9-MyD88, CCF4 FRET ratio; inhibition, % at 4.98 µM;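 active = inhibition above the mean over all tested compounds plus 3 SD, cut at about 21% in these data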;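 note: 0% = DMSO only wells and 100% = clavulanate BLA inhibitor control wells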
# NR5A2 inv ag: suppresses constitutive activity of human LRH-1; HEK293T StAR-luciferase reporter, LRH-1 transfected, 24 h; 360,000 compounds, 0.13% hits; O00482; inhibition, % at 3.6 µM;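 active = inhibition above the mean inhibition of all tested compounds plus 3 SD, cut at about 73% in these data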;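 note: 0% = DMSO wells and 100% = reporter-only cells lacking LRH-1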
# NCOA1 inh: human NCOA1 inhibition. 360,000 compounds, 0.12% hits. Q15788. AID 588354. HEK293 GAL4-SRC1 luciferase reporter, luminescence. inhibition, % at 3.6 µM;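 active = inhibition above the campaign mean plus 3 SD, with each screening campaign given its own cutoff, cut at about 60% in these data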;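 note: 0% = DMSO treated cells and 100% = gossypol at 36 µM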
# EBV LMP1 NFkB: Epstein-Barr LMP1 NF-kappaB reporter inhibition | 350,000 compounds, 0.69% hits | LMP1-induced NF-kappaB luciferase reporter cells, luminescence | inhibition, % at 12.5 µM | AID 504558; in the data active = inhibition above about 41%;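 note: 0% = neutral control wells and 100% = reference inhibitor control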
# Vif inh: HIV Vif inhibition; HEK293T cells, Vif self-association by quenched fluorescence, imaging, 24 h; inhibition, % at 7.49 µM; 340,000 compounds, 0.35% hits; AID 602346; in the data active = inhibition above about 50%, passing the limit was not always enough; note: some results filed as inactive read as strong as hits
# TRAIL sens C8: caspase-8 TRAIL sensitization; 360,000 compounds, 1% hits; NB7+C8 cells + TRAIL, ATPlite viability luminescence; inhibition (viability loss, TRAIL sensitization), % at 10 µM; AID 624354;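 active = compounds causing at least 50% loss of cell viability in the single-dose screen, relative to plate controls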
# NCOA3 inh: human NCOA3 inhibition; HEK293 GAL4-SRC3 luciferase reporter, luminescence; inhibition, % at 3.6 µM; 360,000 compounds, 0.17% hits; AID 588352;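 active = inhibition above a per-campaign cutoff, the mean of all compounds plus 3 SD, cut at about 60% in these data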;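 note: 0% = DMSO-treated cells and 100% = gossypol-treated cells at 36 µM; higher means less SRC3-driven luciferase light from the GAL4 reporter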
# COUP-TFII inh: NR2F2 (human) inhibition, primary screen. P24468. HEK293T NGFI-A luciferase reporter, luminescence. inhibition, % at 8.6 µM. 370,000 compounds, 0.7% hits. AID 686940;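 active = inhibition above a per-plate cutoff, mean inhibition of test wells between control levels plus 3 SD, cut at about 38% in these data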;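 note: cells cotransfected with COUP-TFII expression vector driving the NGFI-A reporter; 0% = median of COUP-TF2 test wells and 100% = reporter-only cells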
# Target sequence (P24468 whole entry, looked up): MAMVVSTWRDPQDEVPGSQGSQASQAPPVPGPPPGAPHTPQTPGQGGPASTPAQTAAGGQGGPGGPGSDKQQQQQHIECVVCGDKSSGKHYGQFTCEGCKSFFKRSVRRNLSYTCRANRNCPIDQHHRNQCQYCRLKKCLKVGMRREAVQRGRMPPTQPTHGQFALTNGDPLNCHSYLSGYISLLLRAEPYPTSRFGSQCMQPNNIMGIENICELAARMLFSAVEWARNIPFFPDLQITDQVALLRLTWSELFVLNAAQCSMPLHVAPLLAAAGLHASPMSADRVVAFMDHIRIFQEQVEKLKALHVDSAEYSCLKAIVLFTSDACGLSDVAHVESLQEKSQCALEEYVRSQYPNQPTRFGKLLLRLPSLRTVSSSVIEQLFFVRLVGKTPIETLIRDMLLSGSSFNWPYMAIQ
# NOD2-RIPK2 inh: blocks binding of human NOD2 to RIPK2; O43353; CHO BLA complementation NOD2-RIPK2, CCF4 ratio; AID 624267; 360,000 compounds, 0.38% hits; inhibition, % at 4.98 µM; in the data active = inhibition above about 21%;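 note: 0% = vehicle only and 100% = reference blocker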
# Target sequence (O43353 whole entry, looked up): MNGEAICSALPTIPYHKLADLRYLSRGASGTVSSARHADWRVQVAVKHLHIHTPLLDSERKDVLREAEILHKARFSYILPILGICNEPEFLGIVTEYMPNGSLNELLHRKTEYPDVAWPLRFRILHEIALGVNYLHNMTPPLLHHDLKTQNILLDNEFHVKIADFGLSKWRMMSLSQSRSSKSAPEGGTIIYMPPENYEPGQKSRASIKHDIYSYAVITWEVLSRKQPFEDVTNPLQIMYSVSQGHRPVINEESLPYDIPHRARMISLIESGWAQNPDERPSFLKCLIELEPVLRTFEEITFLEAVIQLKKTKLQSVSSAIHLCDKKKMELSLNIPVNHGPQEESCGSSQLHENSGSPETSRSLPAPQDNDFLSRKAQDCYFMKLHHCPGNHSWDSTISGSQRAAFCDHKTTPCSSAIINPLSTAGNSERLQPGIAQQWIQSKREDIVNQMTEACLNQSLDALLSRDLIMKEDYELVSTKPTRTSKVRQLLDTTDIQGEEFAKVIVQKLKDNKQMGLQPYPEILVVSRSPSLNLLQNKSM
# TROY NFkB inh: blocks TROY-dependent signaling in reporter cells | Q293 LMP1-TROYcd NF-kB luciferase reporter, 4 h | inhibition, % at 10 µM | 360,000 compounds, 0.98% hits | AID 1347056;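 active = compounds whose plate-normalised and pattern-corrected inhibition of the luciferase reporter signal at the single screening dose is 50% or more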
# NCOA2 inhibitor: inhibits human steroid receptor coactivator 2. Q15596. HEK293 GAL4-SRC2 luciferase reporter, luminescence. inhibition, % at 9 µM. 370,000 compounds, 0.17% hits. AID 651957;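 active = inhibition above the mean inhibition of all tested compounds plus 3 SD, set per campaign, cut at about 52% in these data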;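 note: 0% = DMSO treated cells and 100% = cells given Gossypol at 36 µM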
# * hit, by the source's call; x = no result given.
SMILES,TLR9-MyD88 block,NR5A2 inv ag,NCOA1 inh,EBV LMP1 NFkB,Vif inh,TRAIL sens C8,NCOA3 inh,COUP-TFII inh,NOD2-RIPK2 inh,TROY NFkB inh,NCOA2 inhibitor
COC(=O)c1ccc(NC(=O)C2CCN(C(=O)Nc3ccccc3)CC2)cc1,-13.2,-17.0,-32.1,0.3,6.9,9.8,-22.1,-18.3,-15.2,-52.6,17.5
COc1ccccc1CNC(=O)CCCc1ccccc1,6.7,-14.8,-7.1,2.3,-2.4,-4.8,-0.1,12.8,-6.9,-46.5,-10.4
CC(C)(C)c1ccc(CNc2ccc([N+](=O)[O-])cn2)cc1,-10.4,-33.3,-31.0,-12.0,-3.7,-3.2,-31.5,-16.2,4.8,-78.4,-39.7
CC(C)(C)c1ccc(OCC(O)CN2CCc3ccccc3C2)cc1 (stereo unspecified),x,18.0,4.7,x,9.3,13.8,12.9,15.2,3.1,7.0,2.7
CC(=O)Nc1cccc(NC(=O)CSc2nnc3ccc(-c4ccncc4)nn23)c1,-10.7,5.8,0.0,3.2,3.4,4.7,3.3,-14.8,-1.1,-16.2,-16.5
CC(C)C[C@H]1CNC(=S)N1C[C@H]1CCCN1C[C@H](CC(C)C)N1C[C@H](Cc2ccc(O)cc2)N(CC2CCCCC2)C1=S,x,-16.1,x,x,x,39.8,x,21.0,-14.2,25.5,-6.2
Cc1cccc(CN2CCN([C@H]3CS(=O)(=O)N[C@@H]3COCc3ccccc3)CC2)c1,x,5.4,6.9,x,x,3.5,14.6,-5.8,12.0,9.8,-11.5
Cc1ccccc1N(C(=O)Cn1nnc(-c2ccc(F)cc2)n1)C(C(=O)NC(C)(C)C)c1ccncc1 (stereo unspecified),10.8,5.2,8.3,3.9,-3.5,1.2,16.7,9.8,7.3,0.3,-16.3
COc1ccccc1CC(=O)NCc1nn(-c2ccccc2)nc1C,-0.8,7.3,3.6,-4.6,-3.8,-3.7,12.9,5.5,0.2,-5.2,9.3
Cc1ccc(N(C)C(=O)C2CCCN2S(=O)(=O)c2ccc3c(c2)n(C)c(=O)c(=O)n3C)cc1 (stereo unspecified),-0.4,6.8,-48.2,2.8,0.1,-1.6,2.8,-7.6,9.0,-5.4,1.3
COc1ccccc1CNC(=O)CCCNC(=O)Cn1cnc2sc(C)c(C)c2c1=O,-1.9,11.0,-8.7,-0.3,-0.4,7.1,3.0,15.9,-14.4,-1.2,-2.5
O=C(NNC(=O)C1CC(c2cccs2)=NO1)Nc1ccc(Cl)cc1 (stereo unspecified),-8.8,3.8,-7.8,-1.3,-7.7,-2.0,-4.7,-9.8,7.4,-29.7,-8.7
CCCCn1c(/C=N/Nc2nc3ccccc3[nH]2)nc2ccccc21,6.1,-32.9,-64.7,14.8,-13.2,27.0,-46.5,-1.1,-3.2,-52.7,-21.6
O=c1oc(-c2cccc(C(F)(F)F)c2)nn1-c1ccc(C(F)(F)F)cn1,-2.6,1.6,7.2,10.1,0.5,-9.0,5.1,-23.2,0.9,-19.7,10.1
CN(C(=O)c1cc2c(cc1Br)OCO2)c1cccc2ccccc12,-3.7,12.9,-1.5,-9.7,-4.9,-1.1,14.9,4.5,-0.8,7.3,9.8
CCc1cc2c(COC(=O)CCNS(=O)(=O)c3cccc(C(F)(F)F)c3)cc(=O)oc2cc1O,-8.4,8.2,-15.0,1.7,1.5,53.9*,-4.8,-2.2,-1.5,21.2,14.9
CCN(CC)c1ccc(C=O)c(OC)c1,-3.2,12.6,-5.0,-2.8,-4.6,-2.7,7.1,-2.5,3.2,15.2,0.4
Cc1nn(CC(=O)c2ccc(Br)s2)c(C)c1[N+](=O)[O-],-5.4,0.7,-9.3,-3.9,-2.1,-4.2,10.6,7.5,4.2,-3.1,-6.3
COCCN(C(=S)Nc1cccc(Cl)c1C)C(C)c1ccco1 (stereo unspecified),-19.7,0.2,-32.2,-0.9,-0.3,-37.9,15.0,-10.3,3.4,-11.9,31.0
CCn1cc(Br)c(C(=O)Nc2cccc(SC)c2)n1,-4.7,5.0,-27.7,-30.1,-4.9,-3.0,-33.5,-10.4,-3.6,-34.6,-28.4
CC(=O)C[C@@H]1OC[C@H](C(C)C)N1S(=O)(=O)c1ccc(C)cc1,x,-4.9,x,x,x,-7.8,x,-19.0,-4.7,x,-5.3
CC(C)(C)c1cc(CCC(=O)NCCc2ccccn2)cc(C(C)(C)C)c1O,10.3,-3.5,-8.3,-11.3,-2.8,10.4,-23.1,15.8,0.9,-17.9,-14.3
Cc1ccc(NC(=O)CN(C)CC(=O)NC2CCCc3ccccc32)cc1 (stereo unspecified),3.1,10.2,1.4,-7.6,-6.5,-24.5,-0.9,-2.4,1.6,-1.8,-11.4
CCN(CC(=O)NCc1ccc(F)cc1)c1ccc(S(C)(=O)=O)cc1[N+](=O)[O-],-3.2,-1.8,-5.1,-5.2,-15.9,2.3,6.0,6.5,3.4,-2.5,-7.3
CC(=O)Oc1ccc(-c2ccc(C(=O)O)cc2)cc1,9.1,-8.2,-3.2,1.7,8.7,6.0,7.1,-0.9,7.6,-33.7,-42.2
CCCCc1nc2cc(C(=O)N(C)CCc3cn[nH]c3)ccc2o1,0.6,-45.5,-0.2,-10.4,0.2,-5.0,-27.8,-37.2,-2.1,-52.3,-46.4
CCCCCCCC(=O)N/N=C(\C)c1ccc(O)cc1O,8.0,-11.2,-15.6,0.8,-3.6,8.6,9.2,-6.2,-12.7,-9.1,-2.6
O=C(c1cccc(F)c1)N1CCC(O)(c2cccnc2)CC1,1.2,-3.5,0.1,-7.7,x,8.2,-5.7,2.9,2.6,7.8,1.2
c1ccc(CN2CCN(CCOCCOc3ccc4c(c3)CCC4)CC2)cc1,0.8,-12.1,20.1,9.2,-0.9,-0.1,6.0,5.3,-6.7,9.7,-10.1
CCOC(=O)c1c(-c2ccccc2)csc1NC(=O)/C(C#N)=C/c1ccc(OC)c(OC)c1,-3.9,-8.8,2.4,3.2,11.2,1.3,4.8,-3.4,-18.0,-9.9,-18.1
CC(=O)N1c2ccc(S(=O)(=O)N3CCCCC3)cc2CC1C (stereo unspecified),8.7,10.8,3.2,-3.4,-5.5,-3.5,7.3,3.8,-10.9,-7.8,-7.0
COc1ccc(OC)c(NC2=NC3(CCCC3)N=C(N)N2)c1,0.3,12.5,7.5,3.8,-7.4,19.2,7.5,8.7,-4.5,-7.4,17.1
COC(=O)[C@]12CCCCC=C1N(Cc1cccc3ccccc13)C(=O)[C@H](CC(=O)NCc1ccccc1)C2,x,-5.3,x,x,x,5.4,x,-6.0,-8.3,29.1,-4.0
O=C(CN1CCN(S(=O)(=O)c2ccc(Br)cc2)CC1)Nc1ccc2c(c1)OCCO2,-7.1,24.3,-15.1,-7.6,4.1,-17.6,1.1,-3.4,6.3,-10.3,8.8
CCOc1ccccc1/C=C/c1cc(C(=O)O)c2ccccc2n1,-6.2,-6.7,-8.4,-9.9,-11.9,16.7,-8.6,-14.5,4.3,5.6,-15.9
COc1cccc(CN2CC(O)=C(c3nc(-c4ccc(Cl)cc4)cs3)C2=N)c1,-0.1,8.5,-49.2,-3.5,13.0,-1.7,9.6,-8.3,-5.8,15.9,-7.5
CCC1=NC(c2ccc(OC)cc2)N(O)C1(C)C (stereo unspecified),9.7,-4.1,-6.2,-1.1,5.5,-14.0,11.3,x,-4.0,-14.0,x
CCOc1cc2[nH]c(=S)n(C(C)C)c(=O)c2cc1OCC,0.7,0.3,16.5,-2.3,-7.1,3.3,23.1,3.0,-5.8,12.3,7.0
C/C(=N\NS(=O)(=O)c1ccc([N+](=O)[O-])cc1)c1c[nH]c2ccccc12,0.7,2.9,-13.6,2.7,-4.2,7.6,-4.5,3.4,-4.3,6.2,22.5
Cc1ccc(NC(=S)c2nc3ccccc3s2)cc1,4.4,-42.9,-13.7,-15.8,-2.5,43.9*,-12.5,13.6,-2.3,54.6*,-11.8
Cc1ccc(OCCCC(=O)Nc2ccc(S(=O)(=O)Nc3cc(C)on3)cc2)cc1,-8.7,-37.0,-11.3,1.0,6.8,-7.1,5.4,7.8,-6.5,15.0,-25.7
CCOc1ccc(C(=O)CSc2nnc(N)s2)cc1,0.2,-23.5,-50.7,-13.4,1.5,5.9,-17.7,-32.2,-11.2,-36.9,-78.8
c1ccc(Cn2c(-c3cncs3)nc3ccccc32)cc1,-4.4,-39.5,-37.1,-31.9,6.8,1.1,-32.9,-15.1,-4.4,-47.7,-17.9
O=C(NCC1CCCN(Cc2cccc(C(F)(F)F)c2)C1)c1ccc(F)cc1 (stereo unspecified),2.8,-3.9,-5.2,-4.8,-1.2,8.8,17.8,-11.9,-4.5,-12.4,14.0
COc1ccc(/C=C2\SC(=NCc3ccccc3)N(Cc3ccccc3)C2=O)cc1OC,-7.2,6.2,-2.6,12.3,-0.9,3.0,-9.4,-2.2,-3.9,-2.3,-1.7
OCC[C@@H]1C[C@H](O)[C@@H](O)[C@@]2(OCc3ccccc32)O1,0.4,-0.1,-1.9,9.3,-5.5,-10.2,-31.1,5.0,9.6,16.4,-31.0
O=C(O)C1C2CCC(C2)C1C(=O)Nc1nc2ccccc2s1 (stereo unspecified),1.6,-0.7,-6.8,3.5,16.5,4.5,-7.7,-5.3,-8.7,-5.4,12.9
O=C(NCc1cccc2ccccc12)c1cccs1,-2.2,-48.2,-64.6,-10.0,-4.9,13.4,-40.8,-12.4,-1.2,-78.4,-46.8
CC[C@@H](C)[C@@H](C(=O)N1CCNCC1)n1cc(CCC(=O)O)nn1,-1.6,8.3,-7.3,1.9,4.6,-4.3,-3.1,5.8,-3.3,-0.3,13.4
C[C@@H](NCCCn1cnc2c(OCc3ccccc3)ncnc21)c1cccc2ccccc12,3.8,-7.8,4.7,1.3,x,1.6,1.0,0.8,0.6,-2.9,-12.8
COc1ccc(N2CCN(S(=O)(=O)c3ccc(C(=O)NC4CCCC4)cc3)CC2)cc1,-4.1,2.2,11.8,8.1,0.4,-5.1,12.9,-2.4,1.0,-4.7,-8.8
O=C(Nc1cccc(Cl)c1N1CCCC1)c1ccc(Br)o1,0.1,17.3,7.3,7.1,-3.4,6.8,3.5,-0.4,-6.7,-5.2,22.3
CC(NC(=O)CN1C(=O)NC2(CCCC2)C1=O)c1ccc2ccccc2c1 (stereo unspecified),-4.3,1.5,0.1,2.8,1.4,-15.7,4.7,7.9,-5.1,-10.5,-2.4
O=C1NCCN/C1=C\C(=O)c1ccccc1,-1.7,-35.3,-38.4,1.1,-11.5,-18.2,-1.3,3.5,-1.6,-31.2,-74.9

# Single records, from the list above:
# `CCCCn1c(/C=N/Nc2nc3ccccc3[nH]2)nc2ccccc21` across the screens: TLR9-MyD88 block = 6.1; NR5A2 inv ag = -32.9; NCOA1 inh = -64.7; EBV LMP1 NFkB = 14.8; Vif inh = -13.2; TRAIL sens C8 = 27.0; NCOA3 inh = -46.5; COUP-TFII inh = -1.1; NOD2-RIPK2 inh = -3.2; TROY NFkB inh = -52.7; NCOA2 inhibitor = -21.6
# `COc1ccccc1CNC(=O)CCCNC(=O)Cn1cnc2sc(C)c(C)c2c1=O` across the screens: TLR9-MyD88 block = -1.9; NR5A2 inv ag = 11.0; NCOA1 inh = -8.7; EBV LMP1 NFkB = -0.3; Vif inh = -0.4; TRAIL sens C8 = 7.1; NCOA3 inh = 3.0; COUP-TFII inh = 15.9; NOD2-RIPK2 inh = -14.4; TROY NFkB inh = -1.2; NCOA2 inhibitor = -2.5

# Only part of the results is shown, so the mix of outcomes need not match the whole.
